HT1080-NT tox: qHTS for induction of synthetic lethality in tumor cells producing 2HG: qHTS for the HT-1080-NT fibrosarcoma cell line. HT-1080-NT fibrosarcoma viability, CellTiter-Glo ATP luminescence, 48 h. Potency, µM (titrated, usually from 46.1 µM), inactives show at the highest dose activity, negative = less viability, most hits filed as cytotoxic. 360,000 compounds, 1.6% hits;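 note: NT is the 2HG producing partner of a matched IDH1 knockdown line; potency is the fitted concentration of half-maximal effect; 0% = DMSO-treated cells and -100% = media-only wells without cells; nearly all actives have a fitted effect of over 55% in size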
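750 cells/well, RPMI + 5% FBS; 2 h settle, compound pin-transfer, 48 h at 37 degrees C. CellTiter-Glo 10 min RT, luminescence. Normalized to DMSO and media-only wells.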
D3 antag: qHTS of D3 Dopamine Receptor Antagonist: qHTS | D(3) dopamine receptor (Homo sapiens), P35462 | D3R cells, DiscoveRx beta-arrestin luminescence, antagonist mode; active compounds read low | max response, negative = inhibition, % | 360,000 compounds, 2.5% hits; in the data active = max response below about -50%; inconclusive = no clear call, values can overlap the other calls; note: % is set by controls: 0 for no effect and ±100 for the full control effect; mostly tested at two doses, the higher about 12 µM
Target sequence (P35462 whole entry, looked up): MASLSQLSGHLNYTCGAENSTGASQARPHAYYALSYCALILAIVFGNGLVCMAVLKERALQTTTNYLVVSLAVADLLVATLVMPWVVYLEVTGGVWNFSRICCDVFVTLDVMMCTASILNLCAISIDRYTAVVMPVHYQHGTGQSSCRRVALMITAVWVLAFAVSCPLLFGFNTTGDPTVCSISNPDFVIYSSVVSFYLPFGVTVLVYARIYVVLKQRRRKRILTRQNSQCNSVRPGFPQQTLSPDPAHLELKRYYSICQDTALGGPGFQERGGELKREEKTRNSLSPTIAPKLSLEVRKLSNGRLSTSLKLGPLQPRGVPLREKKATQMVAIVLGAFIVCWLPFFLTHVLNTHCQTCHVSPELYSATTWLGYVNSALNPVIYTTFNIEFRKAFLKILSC
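Cells plated overnight at 1500 cells/well, then exposed to library compounds with dopamine controls for 90 minutes at 37 degrees C. DiscoveRx reagent added for 30–60 minutes at room temperature; luminescence read, quantitative HTS format.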
HT1080 IDH1KD tx: qHTS for induction of synthetic lethality in tumor cells producing 2HG: qHTS for the HT-1080-IDH1KD cell line; HT-1080 IDH1 knockdown viability, ATP luminescence, 48 h; Potency, µM (titrated, usually from 46.1 µM), for the others: at the highest dose activity, negative = toxicity, actives largely listed as cytotoxic; 360,000 compounds, 2% hits; AID 686971, 2013;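 note: potency is the fitted concentration of half-maximal effect; 0% = DMSO wells and -100% = cell-free medium wells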
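HT-1080-IDH1KD cells (IDH1 knocked down), 750/well in RPMI with 5% FBS, treated with compound 48 h at 37 degrees C. Viability by CellTiter-Glo luminescence, normalised to DMSO and no-cell wells; concentration-response curves classed.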
D3 ag: qHTS of D3 Dopamine Receptor Agonist: qHTS. D(3) dopamine receptor (Homo sapiens), P35462. D3R DiscoveRx beta-arrestin cells, luminescence, 90 min. max activation, %. 410,000 compounds, 0.58% hits. AID 652048, 2013; in the data active = max activation above about 30%; note: 0% is about no effect; mostly tested at two doses, the higher about 12 µM
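Agonist-mode cell screen: cells plated at 1500/well and incubated overnight at 37 °C, then exposed to library compounds for 90 min at 37 °C. Detection reagent was added for 30–60 min at room temperature, and luminescence was read.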
GLP1R ag: qHTS of GLP-1 Receptor Agonists | Glucagon-like peptide 1 receptor (Homo sapiens), P43220 | HEK293 GLP-1R CRE-luciferase, luminescence, 4-6 h; cells express a hypersensitive GLP-1R form | Potency, µM (doses to about 45.6 µM), inactives show at the highest dose activation, usual class: activators | 380,000 compounds, 0.007% hits; note: potency is the fitted concentration of half-maximal effect; % of control where 0% means no effect
Target sequence (P43220 whole entry, looked up): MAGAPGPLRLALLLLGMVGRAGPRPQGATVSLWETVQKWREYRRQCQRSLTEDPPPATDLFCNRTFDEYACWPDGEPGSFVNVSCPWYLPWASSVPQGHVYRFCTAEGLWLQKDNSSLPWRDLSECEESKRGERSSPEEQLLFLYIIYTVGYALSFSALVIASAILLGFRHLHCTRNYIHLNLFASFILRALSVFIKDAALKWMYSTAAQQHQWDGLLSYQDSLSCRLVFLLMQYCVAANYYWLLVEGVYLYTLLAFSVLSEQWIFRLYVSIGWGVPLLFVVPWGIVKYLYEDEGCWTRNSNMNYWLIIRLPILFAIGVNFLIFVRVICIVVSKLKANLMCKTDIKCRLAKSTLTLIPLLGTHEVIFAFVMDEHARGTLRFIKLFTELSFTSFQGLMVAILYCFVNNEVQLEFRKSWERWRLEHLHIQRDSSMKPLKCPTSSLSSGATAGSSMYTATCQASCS
IL-1B inflam inh: qHTS for Inhibitors of Inflammasome Signaling: IL-1-beta AlphaLISA Primary Screen | AID 743279, 2014 | 360,000 compounds, 4.7% hits | THP-1 LPS/ATP IL-1B secretion, AlphaLISA, 16 h; active compounds read low | activity change, % at 57.5 µM; in the data active = activity change below about -50%; inconclusive = mostly about -30% to -49%; note: % is set by controls: 0 for no effect and ±100 for the full control effect
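THP-1 cells pretreated 1 hr with compounds (up to 57.5 uM final), then stimulated with LPS (250 ng/mL final) plus ATP (1.25 mM final); secreted IL-1B measured by AlphaLISA after 16 hr, decreased signal indicating inhibition.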
KB-3-1 tox: qHTS assay for MDR1-selective chemotherapeutics: Primary screen using the parental adenocarcinoma cell KB-3-1. KB-3-1 viability, CellTiter-Glo ATP luminescence, 72 h. Potency, µM (top dose mostly 46.1 µM), for inactives: at the highest dose activity change, negative = cytotoxic, most hits filed as cytotoxic. AID 1347075, 2019. 400,000 compounds, 1.4% hits; note: potency is the fitted concentration of half-maximal effect; % is set by controls: 0 for no effect and ±100 for the full control effect; nearly all actives have a fitted effect of over 60% in size
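Parental KB-3-1 adenocarcinoma cells in phenol-red-free DMEM with 10% FBS were pin-treated with compounds at several concentrations, incubated 72 h at 37 °C, and viability read by CellTiter-Glo luminescence; concentration-effect curves were fitted after normalization.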
KB-V1 MDR tox: qHTS assay for MDR1-selective chemotherapeutics: Primary screen using the drug-selected MDR subline cells KB-V1; Potency, µM (doses to about 46.1 µM), inactives show at the highest dose activity change, negative = cytotoxicity, actives largely listed as cytotoxic; KB-V1 MDR cells viability, CellTiter-Glo, 72 h; AID 1347076, 2019; 400,000 compounds, 3.4% hits; note: potency is the fitted concentration of half-maximal effect; % is set by controls: 0 for no effect and ±100 for the full control effect; nearly all actives have a fitted effect of over 60% in size
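Luminescent ATP read-out (CellTiter-Glo, 10 min) measures survival of drug-selected KB-V1 MDR cells after 72 h, 37 degrees C compound exposure. Medium: phenol-red-free DMEM, 10% FBS. Values from fitted concentration-response curves.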
SW480 rerep: A quantitative high throughput screen for small molecules that induce DNA re-replication in SW480 colon adenocarcinoma cells; SW480 DNA re-replication, Hoechst DNA content imaging, 48 h; Potency, µM (doses to about 46.1 µM), for inactives: at the highest dose re-replication activation, most hits filed as activators; 340,000 compounds, 1.8% hits; AID 624297, 2012; note: potency is the fitted concentration of half-maximal effect; % of control where 0% means no effect; nearly all actives have a fitted effect of over 55% in size
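DNA re-replication was detected as more nuclei of elevated Hoechst intensity after 48 hr exposure to compound (23 nL pinned per well of 250 cells).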
Numbers without * were called inactive; i = inactive; ? = inconclusive; nt = no result given; [ ] = another dose, or the depositor's remark. Unless noted, calls come from the whole dose curve; as a rule, active = well fitted curve in the direction sought with a large enough effect; inconclusive = small, poorly fitted or top-dose-only effect, or another doubt; inactive = no such curve, though single readings can be large; an effect the other way counts as inactive or inconclusive.

SMILES	HT1080-NT tox	D3 antag	HT1080 IDH1KD tx	D3 ag	GLP1R ag	IL-1B inflam inh	KB-3-1 tox	KB-V1 MDR tox	SW480 rerep
O=C(O)C1C(C(=O)Nc2ccc(Cl)cc2)C2C=CC1C21CC1 (stereo not drawn)	8%	-23	2%	10	-8%	10	-29%	21µM*	-5%
COc1cccc(CN(C)C(=O)CN2C(=O)NC(c3ccccc3)(c3ccccc3)C2=O)c1OC	0%	28	-3%	-5	-5%	0	14%	-9%	-3%
Cc1cc(C(=O)COc2ccc(C#N)cc2)c(C)n1-c1ccc2c(c1)OCO2	-1%	11	-13%	2	11%	-9	?	-4%	-6%
CN(CC(=O)Nc1cccc(S(=O)(=O)NC2=NCCC2)c1)Cc1ccccc1Cl	-1%	9	-1%	7	18%	1	10%	-13%	-23%
Brc1ccccc1/C=N/N1CCCCC1	22%	-12	19%	-16	0%	-3	-2%	14%	-3%
CN1CCN(C(=O)/C(=C/c2ccc(F)cc2)c2ccsc2)CC1	-1%	-2	-1%	-19	-6%	-8	-2%	-17%	4%
CCOc1ccc(C2N(c3cc(C)on3)C(=O)C3CCCN32)cc1OC (stereo not drawn)	15%	25	10%	1	5%	41	7%	-4%	-1%
CCOC(=O)N1CCN(Cc2nc3c(c(=O)n(C)c(=O)n3C)n2CCCc2ccccc2)CC1	-7%	-19	-4%	-4	1%	-11	?	9.2µM*	9%
CC(Sc1ccc(Cl)cc1)C(=O)Nc1ccc2c(c1)OCO2 (stereo not drawn)	-11%	14	-2%	-1	3%	-27	16%	-5%	2%[9.22 µM]
COc1ccc(CCNC(=O)CCc2ccc(OC)cc2)cc1	-8%	-18	-4%	-11	-2%	-21	11%	13%	-19%
CC(C)(C)OC(=O)N1C(=O)[C@](OC(=O)c2ccccc2)(c2ccccc2)c2cccc(F)c21	-24%	4	?	-2	-3%	30	-22%	?	nt
Cc1ccc(NC(=O)CCC(=O)OCC(=O)c2ccc(Oc3ccc([N+](=O)[O-])cc3)cc2)cc1	-2%	-10	10%	-5	9%	-7	6%	10%	2%
OC(c1ccccc1)(c1nc(-c2cc(F)cc(F)c2)cs1)C(F)(F)F (stereo not drawn)	?	0	?	-5	-1%	?	0%	1%	nt
CC1(Cc2ccccc2OC(F)(F)F)C(=O)Nc2c(Cl)ccc(Cl)c21 (stereo not drawn)	?	-2	-21%	-15	-4%	22	-2%	-3%	nt
CCn1c(CC(=O)Nc2ccccc2)nnc1SCC(=O)Nc1ccccc1C(=O)OC	-2%	25	-2%	-6	3%	-6	20%	-8%	-4%
O=C(N=C1SC2CS(=O)(=O)CC2N1CCc1ccccc1)C1CC1 (stereo not drawn)	-5%	-12	1%	4	5%	21	9%	12%	0%
Cn1c(SCC(=O)N2CCCCCC2)nnc1-c1ccco1	-5%	-12	-4%	-4	5%	-3	-5%	-18%	0%
CC(C)(C)c1ccc(/C=C2\SC(=O)N=C2N)cc1	4%	4	0%	-3	3%	3	-1%	13%	-3%
Cc1cc(S(=O)(=O)N2CCCOC2CNC(=O)C(=O)NCCc2ccco2)ccc1F (stereo not drawn)	-1%	16	-13%	1	-2%	i	0%	?	?
O=C1CCCC/C1=C/Nc1cccc(C(F)(F)F)c1	7%	-2	7%	-4	2%	50	11%	-13%	-4%
CS(=O)(=O)N(CC(=O)NN=C1CCCCCC1)c1ccc(Oc2ccccc2)cc1	-8%	-23	-4%	-2	2%	-15	3%	27%	-2%
COc1ccc(S(=O)(=O)N[C@@H](C)C(=O)OCC(=O)Nc2cc3oc4ccccc4c3cc2OC)cc1	4%	13	2%	-11	16%	13	10%	0%	1%
Cc1ccc(NC(=O)CSc2nnc(Cc3csc(C)n3)o2)c(C)c1	-2%	-27	-2%	-14	3%	1	-5%	-6%	-1%
NC1=NC(=O)/C(=C/c2cccc(F)c2)S1	1%	-3	16%	2	-3%	-16	22%	3%	-11%
O=C(CCCCl)Nc1nc(-c2ccc3c(c2)OCCO3)cs1	13%	7	-15%	11	13%	-15	15%	-12%	5%
Cc1cc(C)c2nc(NNC(=O)c3ccc(S(=O)(=O)N4CCCC(C)C4)cc3)sc2c1 (stereo not drawn)	?	10	?	5	2%	120	4.1µM*	14%	?
O=C(Nc1ccc2c(c1)OCO2)N1CCCC1	13%	-1	7%	0	12%	-8	0%	9%	-2%
CCOC(=O)CCCCCC(=O)Nc1ccc2c(c1)CC(=O)N([C@@H](C)CO)C[C@H](C)[C@@H](CN(C)Cc1ccccc1)O2	12%	3	0%	4	-2%	6	5%	24%	-13%
CC(C)(C)OC(=O)[C@H](Cc1ccccc1)NC(=O)c1[nH]cnc1C(=O)Nc1ccccc1F	-22%	-20	?	3	-3%	?	?	21µM*	nt
O=C1c2cccc3cccc(c23)C(c2nc3ccccc3[nH]2)N1C1CC1 (stereo not drawn)	-3%	0	1%	1	-4%	-15	3%	-15%	nt
Cc1ccc(CN(c2ccc(C(=O)Nc3ccc4c(c3)OCO4)cc2)S(C)(=O)=O)cc1	0%	-12	-6%	6	-3%	-4	-14%	6.5µM*	24%
COC(=O)C1CCN(C(=O)Cc2ccc(Br)cc2)CC1	9%	4	2%	-5	6%	-14	0%	0%	0%
CCOc1ccc(-c2cc(C(=O)NCCc3ccc(C)cc3)c3ccccc3n2)cc1	nt	nt	nt	7	8%	nt	-7%	8%	nt
c1ccc2c(c1)nnn2Cc1nnc2sc(-c3ccncc3)nn12	9%	-11	-6%	9	-10%	-1	1%	16%	-3%
Cc1ccc(CNS(=O)(=O)c2ccc(C(F)(F)F)cc2)n1C	0%	24	-5%	9	10%	?	-5%	21%	28%
Cc1ccc(NC(=O)COC(=O)c2nn(-c3ccc(Cl)cc3)cc2O)cc1	?	6	?	-10	-4%	-1	0%	3%	0%

Next part, overlapping the part above by three compounds.
SMILES	HT1080-NT tox	D3 antag	HT1080 IDH1KD tx	D3 ag	GLP1R ag	IL-1B inflam inh	KB-3-1 tox	KB-V1 MDR tox	SW480 rerep
c1ccc2c(c1)nnn2Cc1nnc2sc(-c3ccncc3)nn12	9%	-11	-6%	9	-10%	-1	1%	16%	-3%
Cc1ccc(CNS(=O)(=O)c2ccc(C(F)(F)F)cc2)n1C	0%	24	-5%	9	10%	?	-5%	21%	28%
Cc1ccc(NC(=O)COC(=O)c2nn(-c3ccc(Cl)cc3)cc2O)cc1	?	6	?	-10	-4%	-1	0%	3%	0%
O=S(=O)(c1ccccc1)N1CCN(CCO)CC1	9%	0	11%	1	5%	7	15%	-8%	-30%
Cc1ccc(-c2nn(-c3ccc(F)cc3)cc2C(=O)N(C)CC(=O)Nc2ccc(N3CCOCC3)cc2)cc1	-7%	3	-6%	-2	6%	14	-6%	-8%	-59%[inhibitor]
CCN(CC(=O)NCc1ccc(Cl)cc1)C(=O)/C=C/c1ccco1	-2%	-3	-13%	1	6%	-15	0%	-15%	2%
Cc1nc(Sc2ccc(Cl)cc2)c(C#N)c(C)c1[N+](=O)[O-]	?	1	?	8	17%	nt	-7%	?	?
O=C(O)c1ccc2ncc(NC(=O)c3ccc(F)cc3)c(=O)n2c1	-11%	0	-20%	1	-2%	7	?	?	-75%[inhibitor]
O=C(Nc1ccc(F)cc1)c1ccccc1S(=O)(=O)c1ccccc1[N+](=O)[O-]	12%	3	8%	1	-3%	4	11%	-21%	-10%
O=C(Cn1cc([N+](=O)[O-])ccc1=O)Nc1ccc2c(c1)OCO2	1%	10	-5%	4	0%	18	7%	?	-5%
COc1ccc(OCCN2CCC(C(=O)NC(c3ccc(OC)cc3)c3ccccn3)CC2)cc1 (stereo not drawn)	-5%	-67*	-2%	-22	-3%	-8	0%	2%	nt
O=[N+]([O-])c1ccc(C[n+]2cc(-c3ccccc3)n3c2CCCCC3)cc1	3%	7	6%	10	5%	-7	-1%	1%	-13%
O=C(N/N=C(\c1ccccc1)c1ccccn1)c1ccccc1Cl	-15%	?	?	-4	-3%	-104*	?	?	?
O=C(c1ccccc1)N1N=C(C(F)(F)F)CC1(O)c1ccccc1O (stereo not drawn)	-11%	0	-18%	1	10%	17	?	?	9%
CCOC(=O)/C(C#N)=C\c1ccc(CC)s1	-2%	-8	-18%	-11	9%	-18	8%	7%	-15%
COc1ccc(-n2c(SCC(=O)c3ccc[nH]3)nnc2-c2ccccc2)cc1	-3%	0	-1%	0	0%	0	0%	-36%	2%
CC(C)Cn1cnc2c(SCc3ccc(Cl)cc3)nc(N)nc21	-8%	20	-10%	9	6%	?	-19%	?	-9%
COCCN1C(=O)C(=O)/C(=C(/O)c2ccc(S(=O)(=O)N3CCOCC3)cc2)C1c1ccc(OC)c(OC)c1 (stereo not drawn)	9%	4	16%	-3	-7%	1	nt	nt	-1%
Cc1cccc2cc(/C=N/Nc3ccc(C(=O)O)cc3)c(Cl)nc12	0%	25	-20%	1	12%	19	8%	0%	17%
Cc1ccc(C(=O)Oc2ccccc2N2C(=O)C3C4CCC(C4)C3C2=O)cc1 (stereo not drawn)	?	13	16%	-4	0%	7	-1%	7%	4%
Cc1cc(Br)c(NC(=O)c2c(-c3c(Cl)cccc3Cl)noc2C)c(Br)c1	8%	19	-6%	0	-2%	30	-2%	0%	0%
CC(C)(C)NC(=O)C(=O)NCc1ccncc1	9%	2	-5%	0	-4%	8	-1%	-1%	4%

Source: PubChem

Compounds were not picked by outcome. About 12% of those tested had a hit in this group.
